From PubChem
KLF5 inh: KLF5 expression inhibitors, primary screen, DLD-1 cells, luminescence | AID 1700, 2009 | hit rate 0.23% among 290,000 | DLD-1 KLF5 promoter-luciferase reporter | inhibition, % at 5 µM;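 active = inhibition above a per-plate limit of that plate's mean compound inhibition plus 3 SD, cut at about 60% in these data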;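 note: 0% = DMSO wells and 100% = LY294002 at 200 µM; higher means less KLF5 promoter-driven luciferase light; inactives centre near -14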
HSP90 refold inh: HSP90 inhibitors, primary screen, cell lysate, luminescence; Heat shock protein HSP 90 (rabbit reticulocyte lysate; luciferase refolding); Rabbit reticulocyte lysate, luciferase refolding luminescence, 3 h; inhibition, % at 5.6 µM; hit rate 0.91% among 290,000; AID 1789, 2009;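 active = inhibition above the screen-wide mean plus 3 SD, computed separately per campaign, cut at about 16% in these data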;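 note: 0% = DMSO wells and 100% = 60 µM geldanamycin wells; inhibitors lower the luminescence because luciferase stays unfolded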
HSF-1 act: HSF-1 activators, primary screen, NIH3T3-HGL cells, MG132 stress, luminescence, single point; NIH3T3-HGL HSF-1 luciferase reporter, 8 h; 100% = twice DMSO control signal; activation, % at 9 µM; hit rate 1.7% among 300,000; AID 504408, 2011;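 active = mean replicate activation of at least 50% with a set share of replicates each reaching 50%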;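 note: 0% = median of the neutral control wells and 100% = twice that signal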
Platelet DG rel: inhibitors of platelet dense granule secretion, primary screen, cell-based, MLPCN, human platelets | human platelet-rich plasma, SFLLRN dense granule ATP release, luminescence | inhibition, %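 (compounds screened at 7.5 µM in platelet-rich plasma)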 | hit rate 0.22% among 300,000;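 active = mean replicate score, as percent of positive control, at or above 50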
AI-2 QS modul: Vibrio harveyi AI-2 quorum sensing modulators, primary screen, JMH597 strain, luminescence/OD600 ratio; Vibrio harveyi JMH597 AI-2 luminescence/OD600 ratio, 9 h; hits give low values; strain lacks LuxN and CqsS sensors; 0 = neutral-control median; activity change, % at 7.5 µM; hit rate 0.4% among 300,000; in the data active = activity change below about -75%, passing the limit was not always enough;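 note: luminescence divided by OD600 gain over 9 h not by final OD600 alone; inactives centre near 13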
IEC-6 tox: cytotoxicity in IEC-6 intestinal epithelial cells, primary screen, cytotoxicity control for KLF5 inhibitor project, cell-based, luminescence | IEC-6 cytotoxicity, luminescence viability | inhibition, % at 5 µM | hit rate 0.78% among 290,000 | AID 1825, 2009; in the data active = inhibition above about 22%;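 note: 0% = plate median of test compound wells and 100% = cytotoxic reference compound wells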
HDAC3 inh: HDAC3 deacetylase inhibitors, primary screen, biochemical, fluorescence, cell-free homogeneous; Histone deacetylase 3 (Homo sapiens), O15379; recombinant HDAC3, fluorogenic peptide/trypsin coupled; inhibition, % at 8.3 µM; hit rate 0.15% among 320,000; AID 2718, 2010; in the data active = inhibition above about 26%, passing the limit was not always enough
Target sequence (O15379 whole entry, looked up): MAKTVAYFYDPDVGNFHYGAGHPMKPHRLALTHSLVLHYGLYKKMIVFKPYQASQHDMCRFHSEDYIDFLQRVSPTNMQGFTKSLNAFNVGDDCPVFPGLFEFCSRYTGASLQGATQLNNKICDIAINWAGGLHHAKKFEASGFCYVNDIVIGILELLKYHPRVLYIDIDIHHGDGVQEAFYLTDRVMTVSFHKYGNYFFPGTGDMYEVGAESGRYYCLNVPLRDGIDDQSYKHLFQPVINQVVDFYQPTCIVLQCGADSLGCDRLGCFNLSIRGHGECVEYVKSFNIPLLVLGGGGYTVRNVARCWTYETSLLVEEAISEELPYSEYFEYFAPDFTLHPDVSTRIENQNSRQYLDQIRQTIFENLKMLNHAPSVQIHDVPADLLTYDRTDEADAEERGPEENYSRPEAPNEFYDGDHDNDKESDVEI
HSF1 inhib: HSF1 inhibitors in luciferase reporter cells, primary screen, cell-based, NIH3T3, luminescence; NIH3T3-HGL HSE-luciferase, MG132-induced, luminescence 8 h; hits give low values; activity change, negative = inhibition, % at 7.5 µM (by protocol); hit rate 0.77% among 300,000;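 active = more than half of replicate wells show activity change below -50%, luminescence cut by over half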;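 note: luciferase reports HSF-1 transcriptional activity via heat shock element; 0% = median of DMSO wells and -100% = zero luminescence signal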
HIF act: HIF pathway transcriptional activators, primary screen, cell-based, U2OS HRE-luciferase, luminescence | U2OS HRE-luciferase reporter; normalized: DMSO 0%, desferrioxamine 100% | activation, % at 7.5 µM (by protocol) | hit rate 0.32% among 300,000 | AID 1910, 2009;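 active = mean activation of at least 10% of the iron chelator positive control signal, with at least half of replicates also reaching 10%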
aSyn 5UTR inh: MLPCN primary screen, SNCA 5' untranslated region. alpha-synuclein 5'UTR reporter, inhibitor activity. inhibition, % (tested at 7.5 µM). hit rate 0.82% among 300,000; in the data active = inhibition above about 60%;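 note: H4 neuroglioblastoma cells stably carrying SNCA 5'UTR luciferase fusion; 0% = DMSO wells and 100% = positive control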
* marks the source's active call; other numbers are inactive results; nt = no result given.

Every second line gives: KLF5 inh, HSP90 refold inh, HSF-1 act, Platelet DG rel, AI-2 QS modul, IEC-6 tox, HDAC3 inh, HSF1 inhib, HIF act, aSyn 5UTR inh
> COC(=O)c1c(NC(=O)CSc2nnc(CNc3ccc(Cl)cc3)o2)sc(C)c1C
    -20, 0, 21, 1, 21, 1, 1, 15, -0.1, 8
> O=C(COC(=O)c1ccc(Cl)c(S(=O)(=O)N2CCCCCC2)c1)Nc1ccccc1
    8, 0, 2, 4, 27, 2, 2, 2, 1.2, -33
> O=C(CN(Cc1ccccc1)S(=O)(=O)c1ccccc1)N/N=C/c1ccccc1C(=O)O
    -60, -3, 5, -4, 7, 0, -5, -1, 0.3, 20
> COc1cc(N=c2c([N+](=O)[O-])nn(-c3ccc4c(c3)OCCO4)n2O)cc(OC)c1
    31, 12, -32, -2, 82, 12, nt, -14, 1.0, -20
> COC(CN(C)C(=O)C1CCC(CNS(=O)(=O)c2ccccc2)CC1)OC (stereo unspecified)
    -24, -4, -3, -7, 23, -6, -6, 0, 1.0, 0
> CCCN1CNC(=S)N(CCc2ccccc2)C1
    4, 0, 19, 6, 34, -1, -3, 0, -0.1, 7
> O=C(CN(Cc1ccco1)C(=O)CNS(=O)(=O)c1ccc(F)cc1)NCc1ccc(F)cc1
    -14, 1, -5, 6, 4, 1, -2, 1, -0.5, 17
> COc1cccc(CC2(CO)CCN(Cc3ccc(NC(C)=O)cc3)CC2)c1
    -11, 2, 7, -1, 8, 7, -2, 0, -0.6, -2
> O=C(Nc1cccc(S(=O)(=O)N2CCCCCC2)c1)C1CC(=O)N(c2ccc3c(c2)OCCO3)C1 (stereo unspecified)
    nt, nt, -20, -2, 15, nt, -7, -5, -1.5, 19
> COc1ccc(-n2nnnc2SCC(=O)Nc2ccc(OC)cc2OC)cc1
    -41, 0, 6, -27, 8, 2, -9, -5, -1.6, 5

Laid out differently: results already given.
Structure	KLF5 inh	HSP90 refold inh	HSF-1 act	Platelet DG rel	AI-2 QS modul	IEC-6 tox	HDAC3 inh	HSF1 inhib	HIF act	aSyn 5UTR inh
COC(=O)c1c(NC(=O)CSc2nnc(CNc3ccc(Cl)cc3)o2)sc(C)c1C	-20	0	21	1	21	1	1	15	-0.1	8
COC(CN(C)C(=O)C1CCC(CNS(=O)(=O)c2ccccc2)CC1)OC (stereo unspecified)	-24	-4	-3	-7	23	-6	-6	0	1.0	0
O=C(CN(Cc1ccco1)C(=O)CNS(=O)(=O)c1ccc(F)cc1)NCc1ccc(F)cc1	-14	1	-5	6	4	1	-2	1	-0.5	17
O=C(COC(=O)c1ccc(Cl)c(S(=O)(=O)N2CCCCCC2)c1)Nc1ccccc1	8	0	2	4	27	2	2	2	1.2	-33
O=C(CN(Cc1ccccc1)S(=O)(=O)c1ccccc1)N/N=C/c1ccccc1C(=O)O	-60	-3	5	-4	7	0	-5	-1	0.3	20
O=C(Nc1cccc(S(=O)(=O)N2CCCCCC2)c1)C1CC(=O)N(c2ccc3c(c2)OCCO3)C1 (stereo unspecified)	nt	nt	-20	-2	15	nt	-7	-5	-1.5	19
COc1cccc(CC2(CO)CCN(Cc3ccc(NC(C)=O)cc3)CC2)c1	-11	2	7	-1	8	7	-2	0	-0.6	-2

(listing goes on)
Every second line gives: KLF5 inh, HSP90 refold inh, HSF-1 act, Platelet DG rel, AI-2 QS modul, IEC-6 tox, HDAC3 inh, HSF1 inhib, HIF act, aSyn 5UTR inh
> COc1ccc(C)cc1N(CC(=O)N1CCOCC1)S(C)(=O)=O
    -11, 5, 4, 7, 9, 2, -2, 0, -3.9, -1
> Cc1cc(NC(=O)CSc2nc(-c3cccs3)cc(C(F)(F)F)n2)no1
    -6, 3, -7, -3, 11, 19, -1, 0, 0.0, 55
> Cc1cc(/C=C2\SC(=O)N(CC(=O)Nc3ccccc3F)C2=O)c(C)n1C
    -13, 0, 1, 8, 12, -3, 13, 4, -0.3, 18
> CCCCCCn1c(C(C)NC(=O)c2ccco2)nc2ccccc21 (stereo unspecified)
    -16, -1, 4, 7, 17, 4, 0, 4, -0.2, -10
> COc1ccc(CCNC(=S)Nc2cc(C)cc(C)c2)cc1
    -7, 10, 20, 10, 7, 1, 0, 7, 1.8, 8
> Cn1ccc(O)c(C#N)c1=O
    -34, 0, 17, 8, -15, 3, 4, 2, -0.1, 2
> Cc1ccn2c(c1)nc(=S)n2C(=O)c1ccccc1
    -192, 6, -31, 14, 6, 2, 0, -25, -3.0, -100
> Cc1ccc(C(=O)NC2CCC(C)CC2)s1 (stereo unspecified)
    nt, nt, 42, 2, 29, nt, 5, 31, 3.5, -92
> Cc1cccc(N2C(=O)CC(N3CCN(c4ccc(Cl)cc4)CC3)C2=O)c1 (stereo unspecified)
    -48, 0, -10, -5, 6, -2, -3, -1, -0.4, 14
> O=C(CCCSc1nc2ccccc2[nH]1)N1CCN(c2ccc([N+](=O)[O-])cc2)CC1
    -2, 5, 73*, 4, 5, -5, -10, 23, 3.8, 7
> COc1cc(/C=N\NC(=O)CC(=O)NCCc2ccccc2)ccc1O
    -3, 1, 14, -1, 20, 1, 0, 3, -0.1, 9
> COc1cc(C(=O)Nc2c(C)cc(C)cc2C)c(Br)c(OC)c1OC
    -7, -1, 38, 2, 1, 2, -4, 30, -0.3, -10
> COc1ccsc1C(=O)NCCN1CCOCC1
    -44, 0, -10, -10, 5, 1, -6, -4, 0.0, -5
> CCOC(=O)N1CCN(CCC(=O)c2ccc(Br)cc2)CC1
    2, 2, 2, -2, 24, 5, -2, 1, -29, 5
> CCOCc1nc(N)[nH]c(=O)c1Cc1ccc(OC(C)C)cc1
    -5, 1, -3, 6, 23, 1, -1, 6, -0.1, 11
> COC(=O)C1Cc2c([nH]c3ccccc23)C2(CCN(Cc3ccccc3)CC2)N1 (stereo unspecified)
    -17, 2, 19, nt, 10, -1, 1, -7, 0.1, -2
> CCCN1C(=O)C2(C(C(=O)c3ccc(C)o3)=C(O)C(=O)N2CCCOC)c2ccccc21 (stereo unspecified)
    -34, 0, 6, -4, 3, 3, 1, -1, 0.4, 2
> COc1cc(OC)c(C(=O)NCc2ccco2)cc1OC
    -21, 1, 3, -3, 28, -6, -7, -3, 2.4, -3
> Cc1c(C(=O)NN2CCOCC2)oc2ccccc12
    -24, -3, -8, 1, 25, -4, -1, -4, -0.7, -3
> CCOC(=O)C(C)N1C(=O)S/C(=C/c2ccc3c(c2)n(C)c(=O)n3C)C1=O (stereo unspecified)
    -12, 1, -4, 6, -4, 0, -5, 5, 0.1, 16
> CCOC(=O)CSC1=N/C(=C\c2cccnc2)C(=O)N1c1ccc(OC)cc1
    -8, -3, 11, -11, -10, -1, -4, -3, -0.3, 23
> CCCOP(=O)(c1ccc(N(C)C)cc1)C(O)c1ccncc1 (stereo unspecified)
    -16, -1, nt, -6, 43, -1, -3, nt, 0.1, 2
> Cc1cc(C(=O)N2CCc3ccccc32)c2ccccc2n1
    -15, 1, 6, -6, 12, 3, -4, 3, -0.9, 20
> CCN1C(=O)N(S(=O)(=O)c2ccc(C)cc2)[C@@H](c2ccccc2)C(C(=O)OC)=C1C
    nt, nt, -5, -6, 31, nt, 8, 6, -0.5, 7
> O=C(Nc1ccc(S(=O)(=O)Nc2ncccn2)cc1)C1COc2ccccc2O1 (stereo unspecified)
    -7, -6, -8, 4, 17, 3, -2, 2, -0.1, 5
> CN(C)N=Nc1nc2c([nH]1)c(=O)n(C)c(=O)n2C
    14, 0, -5, -29, 11, 8, 2, -10, -0.4, -6
> CCS(=O)(=O)N1CCCC(C(=O)NCC2CCCO2)C1 (stereo unspecified)
    -36, 2, -6, 1, 8, -1, -1, -9, -0.8, 19
> CCC(O)CNC(=O)NC(=C(Cl)Cl)c1ccc(C)c(F)c1 (stereo unspecified)
    -2, 1, 2, 1, 23, -2, 8, -4, -0.7, -52
> CC(=O)N/C(=N/c1nc(C)cc(C)n1)Nc1ccc(NC(C)=O)cc1
    15, -1, 1, nt, 13, 1, 7, -1, -0.1, 16
> Cc1ccc(C(C)c2c(C)c([N+](=O)[O-])cc(C)c2[N+](=O)[O-])cn1 (stereo unspecified)
    -18, 2, -4, -3, 11, 1, 2, 2, -0.6, -5

Reprinted at random: 3 compounds from above
Every second line gives: KLF5 inh, HSP90 refold inh, HSF-1 act, Platelet DG rel, AI-2 QS modul, IEC-6 tox, HDAC3 inh, HSF1 inhib, HIF act, aSyn 5UTR inh
> CCC(O)CNC(=O)NC(=C(Cl)Cl)c1ccc(C)c(F)c1 (stereo unspecified)
    -2, 1, 2, 1, 23, -2, 8, -4, -0.7, -52
> CC(=O)N/C(=N/c1nc(C)cc(C)n1)Nc1ccc(NC(C)=O)cc1
    15, -1, 1, nt, 13, 1, 7, -1, -0.1, 16
> Cc1ccc(C(C)c2c(C)c([N+](=O)[O-])cc(C)c2[N+](=O)[O-])cn1 (stereo unspecified)
    -18, 2, -4, -3, 11, 1, 2, 2, -0.6, -5

Next part.
Every second line gives: KLF5 inh, HSP90 refold inh, HSF-1 act, Platelet DG rel, AI-2 QS modul, IEC-6 tox, HDAC3 inh, HSF1 inhib, HIF act, aSyn 5UTR inh
> Cc1oc2c(cc(NS(=O)(=O)c3cccs3)c3ccccc32)c1C(=O)OC(C)C
    -23, 2, 18, 0, 26, 1, 1, 8, -0.3, 6
> O=C(CSCc1ccc(Cl)cc1)NCc1ccccn1
    -24, 5, -17, -4, -2, -8, 2, 0, -0.4, 4
> CNC(=S)N/N=C/c1ccc(-c2cccc(C(=O)O)c2)o1
    -94, 26*, -66, 4, 17, 0, 0, -60*, -2.7, 15
> Nc1cc(=O)[nH]c(SCc2nnc(-c3ccccc3)o2)n1
    -21, 4, 8, 0, 2, 9, 1, 4, -0.1, 5
> CC(=O)c1c(C)[nH]c(C(=O)CN2C(=O)NC(C)(CCC(C)C)C2=O)c1C (stereo unspecified)
    -2, -4, 6, 20, 10, 2, 10, -1, 0.0, 2
> COc1cccc(CN2CCNC(=O)C2CC(=O)NCCn2ccc3ccccc32)c1OC (stereo unspecified)
    15, 2, 4, 3, 10, -5, -2, 6, 0.1, -1
> COc1cc(C(C(=O)NC2CCCC2)N(CCO)C(=O)Cn2nnc(-c3ccc(C)o3)n2)ccc1O (stereo unspecified)
    -23, -5, -12, -1, 17, -2, -4, -5, -0.1, 8
> CCn1cc(C(=O)OCC(=O)c2ccccc2)c(=O)c2ccc(C)nc21
    -17, 3, -3, -2, 20, 2, nt, -3, -0.7, 24
> O=c1c2ccccc2nc(/C=C/c2cccc([N+](=O)[O-])c2)n1CCCO
    -30, 0, 3, -4, 22, 0, -13, 3, -0.4, 32
> CC(=O)NS(=O)(=O)c1ccc(NC(=O)COc2ccc(C(=O)c3ccccc3)cc2)cc1
    -25, -3, -8, 18, 24, -2, 2, -11, -0.5, 2
> CC(C)CCN(Cc1ccco1)S(=O)(=O)c1ccc(-c2ccc(=O)[nH]n2)s1
    -8, -1, 12, 42, 15, -2, -2, 4, -0.3, -2
